Bioassay records from PubChem.
aGal spleen mod: inhibits or activates alpha-galactosidase in human spleen homogenate | human spleen homogenate, 4MU-alpha-Gal fluorescence, 40 min | Potency, µM (top dose mostly 80 µM), for inactives: at the top dose activity change, negative = inhibition, most hits filed as inhibitors | 240,000 tested, 0.008% active | AID 2107 | P06280;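 note: 0% = enzyme with vehicle and -100% = no enzyme basal signal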
Target sequence (P06280 32-429 limits assumed): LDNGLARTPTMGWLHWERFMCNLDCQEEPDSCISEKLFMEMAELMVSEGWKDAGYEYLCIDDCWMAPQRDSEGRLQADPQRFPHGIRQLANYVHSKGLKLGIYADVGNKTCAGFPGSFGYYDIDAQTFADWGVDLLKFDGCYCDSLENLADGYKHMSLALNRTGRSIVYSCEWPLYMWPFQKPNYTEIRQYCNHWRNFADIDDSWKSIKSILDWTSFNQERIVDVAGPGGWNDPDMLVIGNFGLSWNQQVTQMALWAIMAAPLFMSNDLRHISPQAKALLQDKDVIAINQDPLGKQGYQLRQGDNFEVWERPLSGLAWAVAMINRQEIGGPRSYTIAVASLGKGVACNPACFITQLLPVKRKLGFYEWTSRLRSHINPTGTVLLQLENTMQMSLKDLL
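Spleen homogenate 1 ug + cpd (titration) + 4-MU-alpha-D-galactopyranoside 1 mM; 37C 40 min; 50 mM citrate/phosphate pH 5.0, 0.01% Tween-20; stop pH 10; fluorescence 365/440; AC50 via Hill.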
Tau fibril ThT: blocks human tau fibril formation measured by thioflavin T; P10636; recombinant tau K18 P301L, heparin-induced fibrillization, ThT fluorescence; Potency, µM (titrated, usually from 57.4 µM), for inactives: at the highest dose activity, negative = inhibition, most hits filed as inhibitors; 270,000 tested, 2.1% active; AID 1460; note: % is set by controls: 0 for no effect and ±100 for the full control effect; nearly all actives have a fitted effect of over 55% in size
Target sequence (P10636 561-689 P618L limits assumed): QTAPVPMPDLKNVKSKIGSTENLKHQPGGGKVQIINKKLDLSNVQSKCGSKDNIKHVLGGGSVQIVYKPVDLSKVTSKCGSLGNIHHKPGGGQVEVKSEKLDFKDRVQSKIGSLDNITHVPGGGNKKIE
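Using a mix of unlabeled (15 uM) and Alexa 594-labeled (0.24 uM) tau K18 P301L, heparin-triggered fibrillization over 6 hr at 37 C was scored by ThT fluorescence.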
GAA inhib: alpha-glucosidase (human) inhibition; P10253; purified human GAA, 4-MU-alpha-glucoside fluorescence; Potency, µM (doses to about 76.9 µM), without a hit: at the top dose activity change, negative = inhibition, most hits filed as inhibitors; 200,000 tested, 0.005% active;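 note: plate controls were uninhibited enzyme wells for no effect and no-enzyme background for full effect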
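Read-out is 4-methylumbelliferone fluorescence (Ex 365/Em 440 nm) after NaOH/glycine stop at pH 10. Enzyme 4 nM, substrate 400 uM, pH 5.0 citrate buffer, 20 min room temperature; AC50 from Hill-equation concentration-response.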
GAA glycogen mod: GAA glycogen-cleavage inhibition or activation; recombinant GAA, glycogen substrate, Amplex Red glucose oxidase fluorescence; 300,000 tested, 0.38% active; AID 2100; Potency, µM (titrated, usually from 76.4 µM), for inactives: at the top dose activity change, negative = inhibition, actives largely listed as inhibitors; P10253;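 note: 0% = full enzyme reaction and -100% = no-enzyme basal signal; the screen sought inhibitors and activators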
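Recombinant enzyme (4 nM final) with compounds titrated up to 77 uM and bovine liver glycogen (30 ug) in citrate pH 5.0, 0.01% Tween-20, 37 C 40 min. Released glucose detected by Amplex Red/glucose oxidase (Ex 573/Em 610); AC50 from Hill fits.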
HTT cytoprotect: Huntington cell model cytoprotection by ATP luminescence; PC12 HTT-Q103 induced, cytoprotection, ATP luminescence, 40 h; Potency, µM (series often up to 56.4 µM), inactives show cytoprotection (ATP increase), actives largely listed as activators; 230,000 tested, 0.14% active; AID 1471;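 note: % of control where 0% means no effect; nearly all actives have a fitted effect of over 45% in size; toxic huntingtin expression switched on by the ecdysone agonist tebufenozide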
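ATP quantification (ATPlite) reports survival of PC12 cells in which tebufenozide, 100 nM final, switches on Htt exon 1 with 103 glutamines linked to GFP; compounds are titrated.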
Tau fluor cs: counter-screen for tau fibril formation inhibitors; Potency, µM (top dose mostly 57.7 µM), inactives show at the highest dose activity change, negative = decrease; tau K18 P301L (four-repeat tau fragment) Alexa594 fluorescence, heparin fibrillization; 280,000 tested, 0.93% active; note: % is set by controls: 0 for no effect and ±100 for the full control effect; nearly all actives have a fitted effect of over 55% in size
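Human K18 P301L tau (15 uM unlabeled plus 0.24 uM Alexa 594-labeled, final) in 100 mM sodium acetate pH 7 was mixed with compound and 20 uM heparin and incubated 6 hr at 37 C.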
Tau FP inhib: inhibitors of human tau fibril formation; P10636; K18 P301L tau heparin fibrillization, Alexa594 FP, 6 h; Potency, µM (titrated, usually from 57.7 µM), without a hit: top-dose activity, negative = inhibition, hits mostly inhibitors; 280,000 tested, 0.39% active; AID 1468; note: % is set by controls: 0 for no effect and ±100 for the full control effect; nearly all actives have a fitted effect of over 55% in size
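Human K18 P301L fragment (15 uM unlabeled plus 0.24 uM Alexa 594-labeled) in 100 mM sodium acetate pH 7 with compound, aggregation induced by 20 uM heparin for 6 hr at 37 C. ThT (30 uM) added for 1 hr, then Alexa 594 FP read.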
aGlu spleen mod: lysosomal alpha-glucosidase (human) modulation; human spleen homogenate, 4-MU-alpha-glucoside fluorescence; Potency, µM (doses to about 79.9 µM), for inactives: at the top dose activity change, negative = inhibition, usual class: inhibitors; 240,000 tested, 0.006% active; AID 2112;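 note: 0% = enzyme with vehicle and -100% = no enzyme basal signal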
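Compounds were titrated against alpha-glucosidase in spleen homogenate at pH 5.0, with 1 mM 4-methylumbelliferyl substrate for 40 min at 37 C. Reactions were quenched with pH 10 NaOH/glycine and fluorescence measured.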
The depositor's hits bear a star; ? = inconclusive; · = not tested or not shown; & = joins results of further samples; ! = repeats disagree; [ ] = dose if it differs, or a comment. Calls come from the whole dose curve; as a rule, active = well fitted curve in the direction sought with a large enough effect; inconclusive = small, poorly fitted or top-dose-only effect, or another doubt; inactive = no such curve, though single readings can be large; an effect the other way counts as inactive or inconclusive. Potency is the fitted concentration of half-maximal effect.

SMILES	aGal spleen mod	Tau fibril ThT	GAA inhib	GAA glycogen mod	HTT cytoprotect	Tau fluor cs	Tau FP inhib	aGlu spleen mod
CCCOc1cccc(C(=O)NC(=S)Nc2cccc(NC(=O)c3ccccc3Cl)c2)c1	-3%	9%	4%	10%	-18%[10 µM]	-24%	?	-5%
N#Cc1c(N2CCCCC2)nc(N)c2c(N)nc3c(c12)CC(CCl)O3 (stereo unspecified)	21%	?	?	6%	-35%[inhibitor]	-20%	8%	9%
CCCCOC(=O)Cn1nnc2sc(-c3ccccc3)cc2c1=O	·	?	·	12%[76.3 µM]	·	-21%	2%	·
Cc1ccc(C2=Nc3ccccc3N=C(C(Cl)Cl)C2)cc1	-1%	?	-1%	-11%	-161%[inhibitor]	-18%	-14%	-6%
Cc1ccc(N(C(=O)c2ccccn2)C2(C(=O)NC3CCCC3)CCCCC2)cc1	4%	-12%	-5%	-9%	-12%[10 µM]	-13%	-3%	1%
COc1cccc(CN(C)CC(=O)NCc2ccccc2Cl)c1OC	4%	-5%	-4%	-5%	-15%	-4%	11%	-2%
O=C(NCc1ccccn1)C1COc2ccccc2O1 (stereo unspecified)	4%	-2%	-5%	7%	-22%[0.074 µM]	0%	-8%	4%
CCOc1ccccc1C(=O)N1CC(=O)Nc2ccc(C)cc2C1c1ccccc1 (stereo unspecified)	·	-6%	·	-4%[76.3 µM]	·	-6%	2%	·
CC(C)=Cc1c(O)nc2ccccn2c1=O	0%	5%	-3%	2%	-5%[10 µM]	-5%	6%	-4%
CCc1nnc(NCn2nc(C)cc2C)s1	-3%	0%	6%	1%	-6%	4%	0%	-2%
NC(=O)CNC(=O)[C@@H]1CC2(CC(c3ccccc3)=NO2)CN1C(=O)c1ccc(Br)cc1 (stereo partly specified)	9%	-5%	6%	6%	-28%	-7%	-4%	-3%
CCC(C)NC(=O)c1ccccc1NC(=O)CN(c1cc(C)ccc1OC)S(C)(=O)=O (stereo unspecified)	-4%	-4%	3%	-1%	-15%	-1%	4%	-5%
OC(CNCc1ccccn1)c1ccccc1 (stereo unspecified)	-2%	-7%	-5%	11%	25%[10 µM]	0%	1%	-4%
C#CCOCCOCCOCCNc1nc(N2CCN(C(=O)[C@H]([C@@H](C)CC)n3cc(CCCN=C(N)N)nn3)CC2)nc(N2CCN(C(=O)[C@H]([C@@H](C)CC)n3cc(CCCN=C(N)N)nn3)CC2)n1	-15%	-8%	-1%	6%	·	-3%	6%	-11%
NC(N)=NCC(O)CN(c1ccccc1)c1ccccc1 (stereo unspecified)	-10%	-9%	?	4%	-9%[10 µM]	-15%	8%	-4%

Arranged by the number under Tau FP inhib (falling): 6 of the compounds above
Molecule	Tau FP inhib
N#Cc1c(N2CCCCC2)nc(N)c2c(N)nc3c(c12)CC(CCl)O3 (stereo unspecified)	8%
CC(C)=Cc1c(O)nc2ccccn2c1=O	6%
CCCCOC(=O)Cn1nnc2sc(-c3ccccc3)cc2c1=O	2%
Cc1ccc(N(C(=O)c2ccccn2)C2(C(=O)NC3CCCC3)CCCCC2)cc1	-3%
NC(=O)CNC(=O)[C@@H]1CC2(CC(c3ccccc3)=NO2)CN1C(=O)c1ccc(Br)cc1 (stereo partly specified)	-4%
Cc1ccc(C2=Nc3ccccc3N=C(C(Cl)Cl)C2)cc1	-14%

Looked up one by one from the entries so far:
SMILES	aGal spleen mod	Tau fibril ThT	GAA inhib	GAA glycogen mod	HTT cytoprotect	Tau fluor cs	Tau FP inhib	aGlu spleen mod
CCc1nnc(NCn2nc(C)cc2C)s1	-3%	0%	6%	1%	-6%	4%	0%	-2%
CCC(C)NC(=O)c1ccccc1NC(=O)CN(c1cc(C)ccc1OC)S(C)(=O)=O (stereo unspecified)	-4%	-4%	3%	-1%	-15%	-1%	4%	-5%
N#Cc1c(N2CCCCC2)nc(N)c2c(N)nc3c(c12)CC(CCl)O3 (stereo unspecified)	21%	?	?	6%	-35%[inhibitor]	-20%	8%	9%
Cc1ccc(N(C(=O)c2ccccn2)C2(C(=O)NC3CCCC3)CCCCC2)cc1	4%	-12%	-5%	-9%	-12%[10 µM]	-13%	-3%	1%

The results go on:
SMILES	aGal spleen mod	Tau fibril ThT	GAA inhib	GAA glycogen mod	HTT cytoprotect	Tau fluor cs	Tau FP inhib	aGlu spleen mod
CCc1nn(CCCC(=O)NCc2ccc(OC(C)C)cc2)c(=O)c2cc3occc3n12	·	-8%	·	-3%&8%[76.3 µM]	·	-4%	7%	·
Cc1ccc(C(c2nnnn2C2CCCCC2)N2CCc3ccccc32)cc1 (stereo unspecified)	-13%	-8%	1%	-9%	-25%[10 µM]	-21%	-2%	-7%
Cc1ccc(-c2nc3c4cnn(-c5cc(Cl)ccc5Cl)c4ncn3n2)cc1	·	-13%	·	-3%[76.3 µM]	·	-14%	-12%	·
O=C(NCSc1ccncn1)c1ccccc1	3%	-11%	-4%	-1%	-27%	-4%	-2%	5%
Clc1ccc(-c2ccc(CNCC3CCCO3)o2)cc1 (stereo unspecified)	3%	-4%	·	-11%	-9%[10 µM]	0%	1%	4%
CCc1ccc(Nc2nnc(SCC(=O)c3ccc4c(c3)NC(=O)CO4)s2)cc1	-5%	18%	8%	-17%	-10%	20%	4%	-4%
CCNC(=O)CC1C(=O)N(c2ccc(C)cc2)C(=O)N1Cc1ccc(C)cc1 (stereo unspecified)	·	-2%	·	13%[76.3 µM]	·	-6%	-11%	·
COc1ccc(C(=O)C2CCCN(Cc3ccc4nonc4c3)C2)c(OC)c1 (stereo unspecified)	3%	-12%	-1%	-4%	-33%[inhibitor]	-10%	7%	-7%
NCCCNCCSP(=O)(O)O	11%	-7%	·	·	-57%[inhibitor]	-2%	-6%	4%
CCCC[C@@H]1C[C@H]1C(NC(=O)c1cccs1)c1ccc(C(F)(F)F)cc1 (stereo partly specified)	-2%	-12%	·	·	-9%	-16%	-12%	2%
CCn1c(=O)cc(NC2=NCC(C)CN2c2cccc(Cl)c2)n(C)c1=O (stereo unspecified)	0%	-5%	-2%	0%	12%	-8%	-6%	-5%
O=C1NC(=O)C(c2ccccc2[N+](=O)[O-])=C1Nc1ccc(O)c(Cl)c1	-3%&-8%&6%	7.9µM*	·	?	13µM*!	?	?	-2%&-7%&17%
CCn1cc(C(=O)N2CCc3ccccc32)c(=O)c2cc(S(=O)(=O)N(C)C3CCCCC3)ccc21	1%	-18%	-7%	2%	·	-17%	1%	4%
CC(C)(C)C(=O)Nc1nnc(-c2ccccc2)c(-c2ccccc2)n1	0%	-7%	·	1%	20%[10 µM]	-10%	-13%	3%
Cc1nc(-c2cc(-c3nc(-c4ccc(C(F)(F)F)cc4)no3)no2)cs1	-2%	?	6%	5%	2%[10 µM]	-10%	-9%	-1%
Brc1cc(Br)cc(CN2CCSCC2)c1	5%	5%	·	7%	14%[10 µM]	4%	5%	1%
O=C(O)/C=C/C(=O)N1CCN(c2cccc(Cl)c2)CC1	2%	-3%	-5%	-24%	-6%	2%	3%	-4%
O=C(CSc1c2c(nc3ccccc13)CCC2)Nc1ccc(F)cc1F	·	?	·	16%[76.3 µM]	·	-14%	-9%	·
Cc1ccc(NC(=O)O/N=C/c2cccc([N+](=O)[O-])c2)cc1	9%	-14%	9%	-6%	-29%	-13%	6%	1%
O=C(Nc1ccc2c(c1)OCCO2)c1cccc(S(=O)(=O)N2CCOCC2)c1	-3%	-6%	-9%	3%	-10%	-10%	2%	-15%
O=[N+]([O-])c1cc(Cl)ccc1N1CCN(c2cccc(C(F)(F)F)c2)CC1	5%	?	-2%	-15%	34%[10 µM]	-29%	-1%	3%
COc1ccc(C(=O)/C=C/C(=O)N(Cc2ccccc2)C(C(=O)NC2CCCCC2)c2ccncc2)c(O)c1 (stereo unspecified)	-5%	-13%	3%	-4%	4%[10 µM]	-6%	-1%	-2%
O=C(CSc1nc2ccccc2s1)Nc1ncccn1	-4%	-8%	-17%	0%	-1%[0.074 µM]	0%	2%	-7%
Cc1ccc(-c2nc3cc(NC(=O)Cc4ccc(Cl)cc4)ccc3o2)cc1	·	0%	·	1%[76.3 µM]	·	-13%	-13%	·
Cc1cc(NC(=O)Cc2ccccc2)cc(-c2nc3ccccc3o2)c1O	·	3%	·	7%[76.3 µM]	·	-5%	-4%	·
Cc1ccc(-c2nc(CS(=O)CC(=O)NC3CCCC3)c(C)o2)cc1 (stereo unspecified)	0%	-7%	-16%	4%	-14%	-8%	-4%	-2%
CC(NC(=O)c1cc(-c2ccc(Br)cc2)on1)c1ccccc1 (stereo unspecified)	-5%	1%	3%	6%	-69%[inhibitor]	2%	-3%	-8%
COC(=O)/N=C/c1c(NCc2ccccc2)nc2c(C)cccn2c1=O	10%	?	-5%	4%	-22%	-18%	2%	3%
CC(=O)c1ccc(NC(=O)C(C)Nc2ccc(Cl)cc2)cc1 (stereo unspecified)	-1%	-12%	-32%	1%	-45%[inhibitor]	-24%	3%	·
C/C(=N\NC(=O)c1nn(C)c(C)c1Br)c1ccc(NC(=O)c2ccoc2C)cc1	-1%	?	0%	2%	·	8%	9%	-5%
Cc1c(NCc2cc(Cl)ccc2O)c(=O)n(-c2ccccc2)n1C	-2%	-16%	11%	13µM*	-2%	-16%	-7%	-3%
